# LEDGF integ inh: blocks HIV-1 LEDGF/p75-dependent DNA integration. TR-FRET IN-LEDGF/p75 DNA integration, Eu/Cy5. inhibition, % at 3.7 µM. actives 0.64% (n = 370,000);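 active = inhibition above the screen-wide mean plus 3 SD, cut at about 13% in these data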;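 also: signal is the Cy5 over europium emission ratio at 671 and 618 nm; 0% = plate median of compound wells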
# TDP2 inh: blocks human TDP2 phosphodiesterase activity; O95551; recombinant TDP2, T5PNP hydrolysis, p-nitrophenol absorbance 415 nm; inhibition, % at 12.8 µM; actives 0.34% (n = 370,000); AID 720702;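 active = inhibition above the mean of all tested compounds plus 3 SD, set per campaign, cut at about 25% in these data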;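 also: 0% = DMSO with enzyme and 100% = buffer with substrate but no TDP2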
#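 Incubation: 2 h at 37 °C; Test system: recombinant human TDP2; Quantity: enzyme 120 nM; Read-out basis: percent inhibition; Medium: 50 mM Tris-HCl pH 7.5 with Mg2+, KCl, DTT, BSA; Repeats: single replicate; Compound: 12.8 µM single point, 1% DMSO; Signal: epi absorbance; Reagent: 5 mM T5PNP chromogenic substrate; Benchmarks: no-enzyme high, DMSO-plus-enzyme low.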
# proKLK7 act: activates the human kallikrein-7 zymogen | P49862 | purified proKLK7, EDANS-DABCYL substrate fluorescence; 100% is mature enzyme control, 0% vehicle | activation, % at 7 µM | actives 0.9% (n = 370,000);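 active = activation above the mean of all tested compounds plus 3 SD, computed per campaign excluding outliers beyond control limits, cut at about 13% in these data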
# ADAM17 inh: inhibitors of human ADAM17. P78536. recombinant ADAM17, EDANS/DABCYL FRET peptide cleavage. inhibition, % at 6.95 µM. actives 0.83% (n = 370,000);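 active = inhibition above the mean of compounds lying between control limits plus 3 SD, set per campaign, cut at about 8.5% in these data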;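 also: 0% = DMSO-only wells as the low control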
# DDE Tn6 FP inh: disrupts Tn6 cyclic peptide binding to fibrin D-Dimer-E complex. P02675. Fibrin DD(E) TRITC-Tn6 fluorescence polarization displacement. inhibition, % at 8.3 µM. actives 0.21% (n = 370,000);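 active = inhibition above a per-campaign cutoff: mean of compounds within control limits plus 3 SD, cut at about 15% in these data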;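 also: 0% = median of all compound wells on the plate and 100% = blocking peptide control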
# ADAM10 inh: ADAM10 inhibition, QFRET primary screen; O14672; recombinant ADAM10, EDANS/DABCYL FRET peptide cleavage, 3 h; inhibition, % at 7 µM; actives 0.62% (n = 370,000);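 active = inhibition above a per-campaign cutoff equal to the mean of compounds falling between control-based bounds plus 3 SD, cut at about 20% in these data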;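 also: 0% = DMSO wells while the 100% control is not disclosed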
# PLCg1 inh: inhibitors of human phospholipase C gamma1. P19174. purified PLC-gamma1, fluorogenic substrate, fluorescence. inhibition, % at 12.2 µM. actives 0.84% (n = 370,000). AID 720700; in the data active = inhibition above about 9.5%
# Target sequence (P19174 whole entry, looked up): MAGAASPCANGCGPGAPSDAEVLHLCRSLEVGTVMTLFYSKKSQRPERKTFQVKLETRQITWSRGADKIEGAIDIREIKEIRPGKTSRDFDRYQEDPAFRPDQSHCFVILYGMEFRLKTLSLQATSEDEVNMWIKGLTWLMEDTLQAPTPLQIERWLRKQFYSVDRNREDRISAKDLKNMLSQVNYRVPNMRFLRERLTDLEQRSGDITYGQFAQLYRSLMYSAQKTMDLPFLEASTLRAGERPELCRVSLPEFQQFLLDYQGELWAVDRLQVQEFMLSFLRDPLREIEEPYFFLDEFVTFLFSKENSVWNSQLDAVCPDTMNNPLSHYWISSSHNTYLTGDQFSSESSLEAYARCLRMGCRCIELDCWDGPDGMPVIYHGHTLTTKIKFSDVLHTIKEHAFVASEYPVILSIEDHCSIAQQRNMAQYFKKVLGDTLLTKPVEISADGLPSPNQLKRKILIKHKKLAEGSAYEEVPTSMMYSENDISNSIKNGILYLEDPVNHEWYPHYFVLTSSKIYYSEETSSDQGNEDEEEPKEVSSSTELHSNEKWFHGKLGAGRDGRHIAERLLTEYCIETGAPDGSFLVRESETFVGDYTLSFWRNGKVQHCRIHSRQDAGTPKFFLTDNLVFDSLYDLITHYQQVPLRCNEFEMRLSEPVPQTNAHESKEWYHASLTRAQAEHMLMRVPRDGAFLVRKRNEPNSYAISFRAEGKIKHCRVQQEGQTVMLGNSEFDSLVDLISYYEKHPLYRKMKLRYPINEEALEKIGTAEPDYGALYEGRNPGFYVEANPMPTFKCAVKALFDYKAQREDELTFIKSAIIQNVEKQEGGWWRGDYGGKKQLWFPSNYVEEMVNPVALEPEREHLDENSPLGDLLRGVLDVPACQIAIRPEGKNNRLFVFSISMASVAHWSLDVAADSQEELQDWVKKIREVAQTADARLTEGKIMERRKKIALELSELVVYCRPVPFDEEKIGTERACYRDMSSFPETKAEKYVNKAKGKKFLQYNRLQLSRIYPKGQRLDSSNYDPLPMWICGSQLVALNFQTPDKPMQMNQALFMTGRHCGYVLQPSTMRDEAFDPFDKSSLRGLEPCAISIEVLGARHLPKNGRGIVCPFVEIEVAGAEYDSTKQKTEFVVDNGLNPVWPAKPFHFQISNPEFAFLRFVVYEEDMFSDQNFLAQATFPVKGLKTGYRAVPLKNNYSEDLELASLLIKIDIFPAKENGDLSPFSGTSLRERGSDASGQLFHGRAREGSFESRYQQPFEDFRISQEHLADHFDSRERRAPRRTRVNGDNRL
# DDE Tn7 FP inh: disrupts Tn7 cyclic peptide binding to fibrin D-Dimer-E complex; P02675; FP displacement of FITC-Tn7 peptide from fibrin DD(E); 0% = median of compound wells per plate; inhibition, % at 8.3 µM; actives 0.13% (n = 370,000);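 active = inhibition above the mean of compounds falling within the control limits plus 3 SD of them, cut at about 14% in these data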;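 also: 0% = plate median of compound wells and 100% = 10 µM Aha-Tn7 peptide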
#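 Also added: labelled Tn7 tracer, 0.1 µM; Assay system: human fibrin DD(E) protein; Amount: 2 µM fibrin DD(E); Schedule: 10 min compound pre-incubation, 3 h probe incubation at room temperature; Repeats: one replicate per compound; Read-out basis: percent inhibition; Measured by: fluorescence polarization of the labelled Tn7 tracer.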
# ARFGAP1 inhibitor: inhibitors of rat ARFGAP1. Q62848. Arfgap1-stimulated ARF1 GTP hydrolysis, GDP FP detection. inhibition, % at 16.5 µM. actives 0.26% (n = 360,000);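 active = inhibition above a per-plate limit, mean inhibition of low control wells plus 3 SD, cut at about 25% in these data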;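 also: 0% = DMSO wells with enzyme and 100% = wells lacking Arfgap1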
#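 Replicates: Single well per compound | Assay system: Truncated rat Arfgap1 GAP domain | Control set: No-Arfgap1 wells (100%) versus DMSO full-reaction wells (0%) | Times: Enzyme reaction 120 min at 25 °C after 20 min preincubation | Reagent: Human ARF1(Δ1-17)-GTP substrate | Measured by: Tracer-displacement fluorescence polarization with EDTA stop, 620/688 nm | Measure: Percent inhibition of Arfgap1-stimulated GTP hydrolysis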
# ASAP1 inh: inhibitors of human ASAP1 ArfGAP activity. Q9ULH1. ASAP1-stimulated ARF1 GTP hydrolysis, GDP FP detection. inhibition, % at 16.5 µM. actives 0.19% (n = 360,000). AID 624377; in the data active = inhibition above about 25%;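 also: 0% = vehicle with enzyme and substrate and 100% = no enzyme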
# Starred values were filed as active, the others as inactive; i = inactive; x = not tested or not shown.
no.	LEDGF integ inh	TDP2 inh	proKLK7 act	ADAM17 inh	DDE Tn6 FP inh	ADAM10 inh	PLCg1 inh	molecule	DDE Tn7 FP inh	ARFGAP1 inhibitor	ASAP1 inh
1	1	-9	-0.2	1	5	-2	-1	COc1ccc(S(=O)(=O)N2CCOCC2)cc1NC(=O)C1CCCCN1S(=O)(=O)c1ccccc1 (centres undefined)	-2	3	2
2	8	-24	-0.1	3	-3	3	4	O=C(CSc1nc2ccccc2[nH]1)NCCCn1ccnc1	-12	-9	-7
3	4	13	0.0	-2	-13	-1	2	CCCn1c(N)c(N(CCOC)C(=O)c2cc(Cl)nc3ccccc23)c(=O)[nH]c1=O	1	-1	-10
4	2	2	-0.3	-2	-5	2	-1	CCS(=O)(=O)N1CCC(C(=O)NCc2ccc(OC)cc2OC)CC1	-5	8	8
5	2	-12	5.4	-121	6	-391	-167	Nc1nc2nccc(-c3cccnc3)n2n1	-3	0	7
6	-3	-2	0.3	1	-2	-2	-1	N/C(=N\OC(=O)/C=C/c1ccccc1)c1ccccn1	-5	8	7
7	-1	4	-0.3	-1	0	1	0	CC(=O)N1CCc2cc(S(=O)(=O)NC3CCN(C(=O)OCc4ccccc4)CC3)ccc21	-7	x	x
8	-1	19	0.0	0	-7	0	0	CC(C)(C)NC(=O)C1CCCN(S(=O)(=O)c2ccc(-n3cnnn3)cc2)C1 (centres undefined)	-8	-1	-4
9	1	9	-0.1	-1	1	2	4	O=C(NNC(=O)c1nn(-c2ccc(F)cc2)ccc1=O)c1ccc(C(F)(F)F)cc1	-5	7	-11
10	0	5	0.3	-4	0	-16	3	Cc1ccc(NC(=O)c2ccco2)cc1	10	1	3
11	-3	-3	-0.4	-2	8	-5	-1	Cc1cc(C)c[n+](CC(=O)c2ccc(NC(=O)c3ccccc3)cc2)c1	3	6	15
12	-1	-6	0.3	-4	1	-30	-2	Cc1ccc(NC2(C#N)CCCC2)cc1	-1	11	-3
13	2	-4	0.6	1	2	6	5	Cc1nn(Cc2ccc(C(=O)Nc3ccccc3C(F)(F)F)o2)c(C)c1Br	-7	4	6
14	57*	61*	0.1	-15	3	-23	-42	Cc1c(N=C2C=C(Br)C(=O)C(Br)=C2)c(=O)n(-c2ccccc2)n1C	12	-10	11
15	0	1	0.0	-3	5	2	-1	COC(=O)c1c(N)c(C#N)c(C)n1-c1ccccc1	9	5	-1
16	-1	7	0.1	-4	-5	-3	0	Cc1c(C)[n+](=O)c(C)c(C)n1[O-]	-7	9	-1
17	-2	3	0.8	-2	4	-10	1	C[C@H]1CNC(=O)c2c(C(=O)N3CCN(c4ccccc4)CC3)ncn21	0	-6	0
18	6	22	0.3	-4	-2	3	1	C#CCOCCOCCOCCNc1nc(N2CCOCC2)nc(N2CCN(C(=O)CCCCCCCCCCNC(=O)[C@@H]([C@H](C)CC)n3cc(CCCCCN)nn3)CC2)n1	0	10	-13
19	2	-3	-2.8	-9	-9	-39	-46	Cc1cccc(NC(=O)Nc2c(-c3ccc(C(F)(F)F)cc3)nc3ncccn23)c1	6	x	x
20	-1	17	-0.8	0	6	5	1	CCCn1c(N)c(N(CCOC)C(=O)c2cccc(Cl)c2)c(=O)[nH]c1=O	7	0	-4
21	-5	-1	0.3	0	-2	-4	4	CCOC(=O)Cn1c(=O)c2c(nc(N3CCOCC3)n2C)n(C)c1=O	-3	17	8
22	-1	12	-0.7	-4	-1	-6	6	Cc1noc(C)c1C(=O)OCC(=O)Nc1ncc(C(F)(F)F)cc1Cl	-2	5	2
23	-4	-4	1.1	-5	-7	-8	-1	CCCC(=O)N1CCC1(C)C(=O)NS(=O)(=O)c1ccccc1 (centres undefined)	-3	-14	6
24	2	1	0.4	-6	2	-16	0	O=C(CSc1ncnc2sc3c(c12)CCC3)NCC1CCCO1 (centres undefined)	-4	-8	17
25	-4	6	0.5	-4	-3	8	0	O=C(CSCCO)Nc1ccccc1	2	-5	3
26	-2	11	-0.5	-2	-2	-5	0	CCCNC(=O)c1ccc(SC)cc1OC	3	-8	6
27	-2	-7	0.0	2	-3	8	1	COc1cc(NC(=O)C/C(C)=N/NC(=O)C2CCCCC2)c(OC)cc1Cl	-4	7	0
28	-5	2	-1.3	-6	2	-13	1	O=C(COC(=O)c1ccco1)Nc1cccc(S(=O)(=O)N2CCOCC2)c1	3	-7	-4
29	1	-22	0.6	3	2	3	8	O=C(c1cc2ccccc2s1)N1CCOCC1	-4	6	-4
30	7	-3	4.0	-38	1	-122	-168	O=C(CN1c2cccc3cccc(c23)S1(=O)=O)Nc1ccccc1	-6	1	1
31	3	4	-0.4	-6	7	-9	1	CCOc1ccc2nc(S(=O)(=O)NC(=O)C3(C)CCN3C(=O)c3cc(C)n(C)n3)sc2c1 (centres undefined)	-1	-3	-3
32	-1	6	-2.1	-88	-5	-378	-45	Cc1cc2nc(-c3ccc(NC(=O)C(C)C)cc3)oc2cc1C	-3	4	0
33	-5	4	0.6	0	-9	-4	-2	Nc1ccc(-c2cnc[nH]2)cc1[N+](=O)[O-]	0	13	-10
34	1	-1	0.5	-3	-10	0	5	CC(C)c1ccc[n+](-c2nc([O-])sc2C=O)c1	9	3	5
35	-2	1	0.1	1	-3	-5	-4	COc1ccccc1N(C)S(=O)(=O)c1ccc(C(=O)Nc2nccs2)cc1	-7	-5	0
36	-1	-15	-6.5	-44	4	-124	i	CCc1nnc(NC(=O)c2sc3nc(C)cc(COC)c3c2N)s1	-1	6	0
37	-1	-9	-0.2	-8	-13	-8	1	Cc1cc(=O)[nH]c(SCC(=O)N2CCN(S(=O)(=O)c3ccccc3)C2)n1	-4	13	10
38	-2	13	-0.4	-2	5	-3	-1	CCN(CC)c1ccc(NC(=O)CN2CCN(c3ccccc3F)CC2)cc1	-1	0	-9
39	-2	-10	-0.6	-3	5	-2	0	CCOC(=O)c1cnc(N)nc1C(F)(F)F	7	-3	4
40	0	-4	-4.0	-3	9	-25	-265	O=C(c1ccccc1)c1c2c(cc3sc4ccccc4[n+]13)-c1cccc3cccc-2c13	1	20	5
41	1	-3	-1.0	0	-2	4	-2	CN(C)c1ccsc1C(=O)NNS(=O)(=O)c1ccc(Cl)cc1	2	-8	-9
42	-1	11	1.0	0	7	-1	1	COc1ccc(Cl)cc1-c1nc(-c2ccc(Br)o2)no1	-5	15	4
43	-1	-11	-0.3	6	1	22*	-3	CC(O)(c1cccc(F)c1)c1nc(/C=C/c2ccccc2)cs1 (centres undefined)	3	1	-1
44	-4	-1	0.3	1	3	-1	0	Cc1nnc(NC(=O)CSc2nnc(CCc3nc4ccccc4[nH]3)n2C)s1	4	0	-8
45	0	8	-0.2	-8	4	-11	-4	O=C1Nc2c(Cl)cccc2C1=O	-1	5	6
46	-3	5	0.1	-3	0	-15	3	O=C1CN(C(=O)COC(=O)/C=C/c2ccc(F)cc2)c2ccccc2N1	3	1	0
47	-4	11	0.4	-5	-2	4	0	O=C(O)c1ccc(/C=N/O)cc1	2	-4	2
48	4	-10	0.8	4	0	15	-1	CCN(C(=O)c1ccco1)c1nc(-c2ccc(OC)cc2)cs1	-5	0	-7
49	0	5	0.3	-6	9	-53	-11	CCCCN(C(=O)c1ccc(-c2ccc(Cl)cc2)o1)c1c(N)n(CC(C)C)c(=O)[nH]c1=O	-4	-1	-6
50	0	-2	-0.1	-3	7	-5	7	CCn1c(Cc2ccccc2)nnc1SCC(=O)Nc1nc(C)cs1	0	-1	3
51	-1	-6	-0.3	-5	4	-2	1	CCN1CCN(C(=O)C2CCC(CNS(=O)(=O)c3ccc(NC(C)=O)cc3)CC2)CC1 (centres undefined)	-3	-5	7
52	1	-7	1.1	-3	5	-2	2	COc1ccc(Br)cc1CNC(=O)Cn1nc(C)n2cccc2c1=O	-3	1	5

# Reformatted with two lines to a compound: entries from further up
# The line under a structure holds: LEDGF integ inh	TDP2 inh	proKLK7 act	ADAM17 inh	DDE Tn6 FP inh	ADAM10 inh	PLCg1 inh	DDE Tn7 FP inh	ARFGAP1 inhibitor	ASAP1 inh
[35] COc1ccccc1N(C)S(=O)(=O)c1ccc(C(=O)Nc2nccs2)cc1
    -2	1	0.1	1	-3	-5	-4	-7	-5	0
[36] CCc1nnc(NC(=O)c2sc3nc(C)cc(COC)c3c2N)s1
    -1	-15	-6.5	-44	4	-124	i	-1	6	0
[37] Cc1cc(=O)[nH]c(SCC(=O)N2CCN(S(=O)(=O)c3ccccc3)C2)n1
    -1	-9	-0.2	-8	-13	-8	1	-4	13	10
[38] CCN(CC)c1ccc(NC(=O)CN2CCN(c3ccccc3F)CC2)cc1
    -2	13	-0.4	-2	5	-3	-1	-1	0	-9
[39] CCOC(=O)c1cnc(N)nc1C(F)(F)F
    -2	-10	-0.6	-3	5	-2	0	7	-3	4
[40] O=C(c1ccccc1)c1c2c(cc3sc4ccccc4[n+]13)-c1cccc3cccc-2c13
    0	-4	-4.0	-3	9	-25	-265	1	20	5
[41] CN(C)c1ccsc1C(=O)NNS(=O)(=O)c1ccc(Cl)cc1
    1	-3	-1.0	0	-2	4	-2	2	-8	-9
[42] COc1ccc(Cl)cc1-c1nc(-c2ccc(Br)o2)no1
    -1	11	1.0	0	7	-1	1	-5	15	4
[43] CC(O)(c1cccc(F)c1)c1nc(/C=C/c2ccccc2)cs1 (centres undefined)
    -1	-11	-0.3	6	1	22*	-3	3	1	-1
[44] Cc1nnc(NC(=O)CSc2nnc(CCc3nc4ccccc4[nH]3)n2C)s1
    -4	-1	0.3	1	3	-1	0	4	0	-8
[45] O=C1Nc2c(Cl)cccc2C1=O
    0	8	-0.2	-8	4	-11	-4	-1	5	6
[46] O=C1CN(C(=O)COC(=O)/C=C/c2ccc(F)cc2)c2ccccc2N1
    -3	5	0.1	-3	0	-15	3	3	1	0
[47] O=C(O)c1ccc(/C=N/O)cc1
    -4	11	0.4	-5	-2	4	0	2	-4	2
[48] CCN(C(=O)c1ccco1)c1nc(-c2ccc(OC)cc2)cs1
    4	-10	0.8	4	0	15	-1	-5	0	-7
[49] CCCCN(C(=O)c1ccc(-c2ccc(Cl)cc2)o1)c1c(N)n(CC(C)C)c(=O)[nH]c1=O
    0	5	0.3	-6	9	-53	-11	-4	-1	-6

# Bioassay records from PubChem.
